Bioassay records deposited in PubChem BioAssay by several laboratories.
NOD1 NF-kB reporter – inhibition of NOD1-driven NF-kB reporter – cell-based, luminescence, uHTS, primary screen (AID 1578). NOD1-driven NF-kB luciferase reporter cells, luminescence; higher % means a stronger effect. inhibition, % at 4 µM; hits with a dose series show EC50 in µM. hit rate 1% among 290,000; in the data active means inhibition mostly above about 36%, no sharp cut-off; inactive means mostly below about 34%;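 further: HEK-293T reporter cells stimulated with the NOD1 agonist gamma-tri-DAP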
KOR beta-arrestin-1 – kappa opioid receptor blockers – cell-based, luminescence, uHTS (AID 1778) | hit rate 0.091% among 290,000 | KOR beta-arrestin recruitment, luminescence, antagonist mode; higher % means a stronger effect | one-dose inhibition, % at 10 µM; IC50 in µM for titrated hits; further: strong numbers were not always called active
KOR beta-arrestin-2 – KOR agonists, beta-arrestin recruitment, primary screen, cell-based, luminescence, uHTS (AID 1777); hit rate 0.02% among 280,000; one-dose activation, % at 10 µM; EC50 in µM for titrated hits; KOR beta-arrestin recruitment, luminescence; higher % means a stronger effect; in the data active means activation above about 50%, passing the limit was not always enough; further: a part of the inactive calls stands beside numbers as strong as those of hits
NTR1 agonist – agonists of NTR1, primary screen, imaging, U2OS cells, beta-arrestin-GFP, high content (AID 493036); P30989; NTR1-U2OS beta-arrestin-GFP spot imaging, agonist mode; activation, % at 20 µM; hit rate 0.17% among 330,000;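 active means activation at or above 40% of the spot to cytoplasm intensity ratio, with at least 20 cells analyzed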;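 further: 0% = DMSO without peptide and 100% = 100 nM NTR1 peptide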
Target sequence (P30989 whole entry, looked up): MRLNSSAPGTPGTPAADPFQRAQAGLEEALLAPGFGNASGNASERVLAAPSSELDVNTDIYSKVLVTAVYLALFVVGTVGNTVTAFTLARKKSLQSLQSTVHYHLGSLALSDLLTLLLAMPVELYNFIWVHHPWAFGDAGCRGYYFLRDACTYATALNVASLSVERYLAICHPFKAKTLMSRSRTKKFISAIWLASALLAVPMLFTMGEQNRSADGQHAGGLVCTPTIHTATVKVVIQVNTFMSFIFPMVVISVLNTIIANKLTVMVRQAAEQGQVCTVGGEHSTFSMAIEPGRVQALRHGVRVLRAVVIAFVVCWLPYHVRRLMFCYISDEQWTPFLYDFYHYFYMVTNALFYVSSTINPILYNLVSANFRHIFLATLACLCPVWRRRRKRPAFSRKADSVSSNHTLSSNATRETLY
T cell modulator – modulates CD8 T cell binding to vesicles | 2C CD8+ T cell-vesicle binding, flow cytometry; hits give low values | calls only at 7 µM | hit rate 0.068% among 330,000 | AID 2052;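 active means response, share of CD8 T cells binding vesicles, and their 90th percentile fluorescence all below set limits, cut at about 80% in these data, passing the limit was not always enough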
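Material: 2C TCR transgenic mouse naive CD8+ T cells, MACS-purified. Also added: QL9-charged Drosophila Ld/ICAM-1/B7-1 vesicles. Timing: binding 1.5 h at 37 °C. Measured by: high-throughput flow cytometry with anti-B7-1 and anti-CD8 staining. Read-out: percent CD8+ FL2 mean versus row control. Controls: Unloaded micro-vesicles (low), QL9 vesicles with 0.7% DMSO (high).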
Myeloid diff MLP – myeloid differentiation induction; ER-HoxA9 myeloid progenitors, lysozyme-GFP differentiation, flow cytometry; calls only at 10 µM; hit rate 1% among 360,000; AID 624256;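 active means normalized GFP-positive differentiation at or above the plate's own cutoff, the solvent-only control mean plus 3 SD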;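 further: cells exposed to compound for four days before flow analysis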
GPR55 LPI antagonism – inhibition of LPI-stimulated GPR55 beta-arrestin translocation – imaging, U2OS, beta-arrestin-GFP, LPI agonist, primary screen (AID 2013) | U2OS GPR55 beta-arrestin-GFP translocation imaging, LPI antagonism; higher % means a stronger effect | inhibition, % at 10 µM, or IC50 in µM where a hit was titrated | hit rate 0.13% among 290,000;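 active means spots per cell inhibited over 60%, with over 100 cells counted and total cytoplasm intensity under 500,000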;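 further: U2OS cells stably carrying GPR55 and arrestin-GFP stimulated by 5 µM LPI near EC80; imaged beta-arrestin-GFP aggregate spots per cell after agonist stimulation; plate controls were LPI-stimulated DMSO wells for no effect and DMSO wells without LPI for full effect; some results filed as inactive read as strong as hits; confirmed hits need IC50 under 10 µM and bright autofluorescent wells are also inconclusive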
GPR55 beta-arrestin – selective activators of receptor GPR55 – imaging, U2OS cells, beta-arrestin-GFP redistribution, primary screen (AID 1961) | U2OS GPR55 beta-arrestin-GFP redistribution imaging; higher % means a stronger effect | hit rate 0.048% among 290,000 | activation, % at 10 µM, or EC50 in µM where a hit was titrated;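 active means activation above 40% with more than 50 cells counted in the well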;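 further: U2OS osteosarcoma cells stably expressing GPR55 and beta-arrestin-GFP; plate controls were DMSO negative control for no effect and LPI positive control for full effect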
HEK293 NOD2/NF-kB – NOD2 signaling inhibitors, cell-based, luminescence, uHTS, HEK293 (AID 1566). hit rate 0.63% among 290,000. HEK293 NOD2/NF-kB luciferase reporter, luminescence; higher % means a stronger effect. one-dose inhibition, % at 4 µM; EC50 in µM for titrated hits; further: many of its hits are not listed in these tables
T cell modulator vesicle-bound % – also measured in T cell modulator; calls as there; double positive events, %; measured here: CD8+ vesicle-bound cell fraction;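 binding gate set so that unloaded-vesicle control wells show 10% double positive cells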
NTR1 agonist cell count 20 µM – second read-out of NTR1 agonist, no call of its own (marks repeat the call); cell count; measured here: cell count, cytotoxicity flag
Myeloid diff MLP GFP+ MAC1+ % – second read-out of Myeloid diff MLP, no call of its own (marks repeat the call); GFP+ MAC1+ double positive, %; measured here: differentiation confirmed by MAC1 staining
Numbers without * were called inactive; i = inactive; / = no result given; + = active, no number; [ ] = another dose, or the depositor's remark. Unless noted, no stated cut-off is given here; in the data, active means inhibition above about 50%; inactive means the rest. An excerpt. The share of hits here may be higher or lower than overall.

SMILES	NOD1 NF-kB reporter	KOR beta-arrestin-1	KOR beta-arrestin-2	NTR1 agonist	NTR1 agonist cell count 20 µM	T cell modulator	T cell modulator vesicle-bound %	Myeloid diff MLP	Myeloid diff MLP GFP+ MAC1+ %	GPR55 LPI antagonism	GPR55 beta-arrestin	HEK293 NOD2/NF-kB
CC(C(=O)O)c1n[nH]c(=O)c2ccccc12 (configuration not stated)	-2%	-19%	0.6%	0.9	67	i	24	i	7.9	-4%	-0.1%	0%
Cc1ccc2c(c1)c1c3n2CCN=C3CCC1	6%	5%	-9.8%	-1.2	76	i	10	+	1.8*	4%	-0.2%	4%
Nc1nnnn1/N=C/c1cccc(OCc2ccccc2Cl)c1	-18%	-25%	-1.8%	10	98	i	19	i	2.7	-11%	-0.3%	-22%
CCN1C(=O)/C(=C2/Sc3ccc(OC)cc3N2C)SC1=Nc1ccc(OC)cc1	-16%	-32%	5.2%	0.4	59	i	53	i	0.4	5%	0.0%	-4%
CCN1CCN(C(=O)Nc2cccc3ccccc23)CC1	-6%	-59%	1.7%	1.1	94	i	5	i	0.7	-4%	-0.2%	8%
COc1ccc2c(c1OC)C(=O)OC2N1C(=O)CC[C@H]1C(=O)Nc1ccc(F)cc1F (some centres not stated)	-20%	-53%[20 µM]	1.3%	2.7	75	i	28	i	4.1	-2%	-0.1%	5%
CCc1nc(NCc2cccnc2)c2oc3ccccc3c2n1	-4%	-22%	7.9%	0.3	83	i	32	i	1.0	-5%	-0.1%	20%
Cc1ccc2oc(=O)cc(CN3CCN(Cc4ccccc4)CC3)c2c1	10%	-15%	-3.0%	-1.3	96	i	35	i	0.4	-6%	0.0%	27%
COc1ccc(CCNC(=O)COc2ccc(S(=O)(=O)NCC(C)C)cc2Cl)cc1OC	-29%	30%	-0.1%	0.9	60	i	52	i	0.2	-5%	-0.2%	1%
COCC(C)n1c(C)cc(C(=O)COc2ccc(S(=O)(=O)N3CCOCC3)cc2Cl)c1C (configuration not stated)	0%	-9%	-2.3%	1.9	90	i	27	i	1.4	2%	-0.1%	1%
COc1ccc(C2C(C#N)=C(N)Oc3n[nH]c(C)c32)cc1Cn1nc(C)c([N+](=O)[O-])c1C (configuration not stated)	-12%	-4%	-2.7%	4.1	52	i	49	i	1.5	14%	-0.3%	18%
Cc1cc2nnc(SCC(=O)OC(C)C)n2c2ccccc12	13%	-23%	8.6%	0.3	81	i	23	i	0.6	-5%	-0.1%	6%
COc1ccc2[nH]c(C(=O)NCCN3CCCCC3)cc2c1	-12%	8%	0.8%	1.4	43	i	54	/	/	-8%	-0.3%	-4%
Cc1ccc(NC(=O)c2ccc(-c3nn(C)c(=O)c4ccccc34)cc2)c(C)c1	-5%	-1%	-4.9%	6.5	95	i	24	i	0.8	2%	0.2%	8%
CCC(C)(C)n1nnnc1C(c1cccnc1)N1CCN(c2cccc(C(F)(F)F)c2)CC1 (configuration not stated)	-3%	16%	3.4%	-0.2	74	i	5	i	0.9	30%	-0.2%	5%
CCCCOC(=O)C(C)Nc1n[nH]c(=O)[nH]c1=O (configuration not stated)	-14%	-21%	4.8%	1.2	59	i	34	i	0.3	-8%	0.3%	-6%
CCSc1nc(=S)cc(C)[nH]1	12%	3%	4.6%	/	/	i	13	i	0.6	6%	0.0%	7%
CCCn1nnnc1NCc1ccc(F)cc1	-17%	3%[20 µM]	/	0.3	76	i	58	i	0.6	17%	0.6%	7%
COCC1CCN(C(=O)c2cc(COc3ccc(F)cc3F)on2)C1 (configuration not stated)	-30%	4%	-5.6%	0.6	69	i	11	i	0.0	82%	-0.3%	16%
Cc1cc(NC(=O)c2ccccc2Cl)n(C(C)(C)C)n1	-6%	11%	-4.4%	1.3	52	i	16	i	0.1	6%	0.5%	-1%
CC(C)CN(CC(C)C)CC(O)COc1ccc([N+](=O)[O-])cc1 (configuration not stated)	-6%	-15%	5.7%	2.6	48	i	38	i	0.0	-4%	0.1%	5%
O=C(CSc1nc2ccccc2c(=O)[nH]1)Nc1ccc(N2CCOCC2)cc1	-26%	-14%	0.8%	0.4	61	i	7	i	0.7	8%	0.2%	9%
OCCN(CCCn1c(C(F)(F)F)nc2ccccc21)c1nc(CN2CCCCC2)cs1	-14%	-13%[20 µM]	-0.6%	2.0	59	i	17	i	2.8	-7%	-0.2%	19%
COc1ccc(OCCSc2nc(C)nc3ccccc23)cc1	-49%	-13%	-3.2%	12	56	i	10	i	1.0	5%	-0.4%	9%
COc1ccc(N(C(=O)c2snc(C(N)=O)c2N)C(C(=O)NC2CCCC2)c2cccs2)c(OC)c1 (configuration not stated)	9%	2%	-2.1%	2.5	39	i	22	i	0.9	-12%	-0.1%	5%
Cc1ccc(NC(=O)c2ccc3snnc3c2)cc1	-57%	13%[20 µM]	/	1.7	46	i	28	i	0.4	2%	-0.1%	-100%
Cc1noc(C)c1S(=O)(=O)Nc1c(C)n(C)n(-c2ccccc2)c1=O	-21%	16%	0.2%	-0.1	72	i	55	i	0.0	-13%	-0.2%	1%
Cc1ccc(NC(=O)N[C@@H](CC(C)C)C(=O)O)c(C)c1	-4%	/	2.8%	1.8	63	i	28	i	0.5	11%	0.5%	9%
COc1ncnc2c1oc1nc(C(C)C)c3c(c12)CC(C)(C)OC3	-12%	7%	-1.7%	6.3	89	i	33	i	0.4	4%	-0.2%	19%
Fc1ccccc1N1CCN(Cc2nc(-c3ccccc3)no2)CC1	-30%	11%	-2.3%	1.2	65	i	36	i	5.3	1%	0.2%	-23%
COc1ccc(OC)c(NC(=O)CCNS(=O)(=O)c2ccc3c(c2)oc(=O)n3C)c1	-30%	-4%	2.6%	-0.3	38	i	30	i	1.7	-4%	0.1%	-7%
Cc1ccc(NC(=O)N2CCc3ccccc3C2)cc1	-37%	-9%	-2.1%	-1.1	66	i	53	i	5.8	-7%	0.2%	-54%
Cc1nnsc1S(=O)(=O)Cc1ccccc1Cl	/	0%	3.7%	-0.5	79	i	33	i	1.5	10%	-0.2%	5%
c1ccc(-c2noc(-c3cccc4ccccc34)n2)cc1	-56%	-5%	-0.8%	5.0	29	i	28	i	1.9	2%	-0.1%	-113%
Cc1ccc2oc(=O)c3cnn(CC(=O)N(CCN(C)C)Cc4ccco4)c3c2c1	10%	-57%	4.2%	0.2	55	i	28	i	1.8	-11%	-0.1%	4%
Cc1cc(C(=O)NNC(=O)COc2c(C)cc(Br)cc2C)n[nH]1	-30%	8%	-2.5%	1.3	49	i	75	i	0.8	16%	-0.1%	-16%
Cn1c(=O)[nH]c(=O)c2c1nc(N1CCCCCC1)n2CCOc1ccccc1	-25%	-39%[20 µM]	/	4.0	64	i	31	i	0.4	3%	-0.1%	-1%
COc1ccc(OC)c(N(CC(=O)NCc2ccccn2)S(C)(=O)=O)c1	-12%	17%	-1.1%	3.2	85	i	25	i	0.8	11%	0.5%	-1%
CC(C)/C=N/NC(=O)c1cccc(N2CCCC2=O)c1	-14%	8%	1.5%	0.9	37	i	38	i	0.3	8%	-0.1%	11%
COc1ccc2oc(=N)c(C(=O)Nc3ccc(Cl)cc3)cc2c1	-20%	-42%[20 µM]	5.6%	3.7	54	i	63	i	0.5	-7%	-0.3%	26%
O=C(O)c1ccc(NCc2cccnc2)c([N+](=O)[O-])c1	-17%	-26%[20 µM]	11%	-0.4	56	i	62	i	0.4	8%	-0.1%	3%
COc1ccc(C(=O)Nc2ccc(S(=O)(=O)NCc3ccco3)cc2)cc1OC	-37%	-12%	5.8%	-0.7	81	i	22	i	0.6	9%	-0.4%	6%
Cn1c(SCC(=O)Nc2ncc(C(F)(F)F)cc2Cl)nnc1-c1ccc(Cl)cc1	-33%	/	6.6%	-0.2	60	i	51	i	1.3	0%	1.0%	-8%
O=C1CC(NCc2ccc3c(c2)OCO3)C(=O)N1Cc1ccc2c(c1)OCO2 (configuration not stated)	-21%	-12%	4.2%	-2.5	71	i	45	i	0.3	4%	0.0%	4%
NC(=O)CSc1nnc(-c2ccc3c(c2)OCO3)o1	-34%	26%	-8.4%	-1.2	121	i	20	i	0.1	5%	-0.3%	-49%
COc1cccc(C(=O)Nc2cccc(C(=O)NCC(C)C)c2)c1	-25%	12%	-2.0%	0.3	73	i	40	i	0.1	6%	-0.3%	-2%
CCOc1cc(C2NC(=S)NC(C)=C2C(=O)Nc2ccc(OC)cc2)ccc1O (configuration not stated)	0%	15%	-4.3%	-0.1	69	i	24	i	0.9	1%	-0.3%	6%
CCN(CC)C(=O)c1ccc2c(=O)n(Cc3ccc4c(c3)OCO4)c(=S)[nH]c2c1	-13%	-10%	-4.1%	1.9	83	i	59	i	1.0	1%	0.0%	10%

Looked up by structure from the list above (5):
SMILES	NOD1 NF-kB reporter	KOR beta-arrestin-1	KOR beta-arrestin-2	NTR1 agonist	NTR1 agonist cell count 20 µM	T cell modulator	T cell modulator vesicle-bound %	Myeloid diff MLP	Myeloid diff MLP GFP+ MAC1+ %	GPR55 LPI antagonism	GPR55 beta-arrestin	HEK293 NOD2/NF-kB
Cc1ccc2oc(=O)c3cnn(CC(=O)N(CCN(C)C)Cc4ccco4)c3c2c1	10%	-57%	4.2%	0.2	55	i	28	i	1.8	-11%	-0.1%	4%
NC(=O)CSc1nnc(-c2ccc3c(c2)OCO3)o1	-34%	26%	-8.4%	-1.2	121	i	20	i	0.1	5%	-0.3%	-49%
O=C1CC(NCc2ccc3c(c2)OCO3)C(=O)N1Cc1ccc2c(c1)OCO2 (configuration not stated)	-21%	-12%	4.2%	-2.5	71	i	45	i	0.3	4%	0.0%	4%
CCOc1cc(C2NC(=S)NC(C)=C2C(=O)Nc2ccc(OC)cc2)ccc1O (configuration not stated)	0%	15%	-4.3%	-0.1	69	i	24	i	0.9	1%	-0.3%	6%
Cc1ccc(NC(=O)N2CCc3ccccc3C2)cc1	-37%	-9%	-2.1%	-1.1	66	i	53	i	5.8	-7%	0.2%	-54%
